Compound activity from PubChem BioAssay.
AGP1 TOR yeast – yeast TOR pathway AGP1-GFP modulation; S. cerevisiae AGP1-GFP multiplex flow cytometry, 3 h; GFP as percent of DMSO wells; GFP response vs DMSO, % at 10 µM; 320,000 compounds, 0.02% hits; AID 2066;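 active means GFP response relative to DMSO above a set limit, near screen average plus 3 SD, cut at about 150% in these data; inconclusive means fewer than 70 cells counted for the yeast strain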;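 further: median GFP channel fluorescence of the gated AGP1 strain per well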
proCasp3 act – activators of human procaspase-3 | P42574 | recombinant procaspase-3 D3A, Ac-DEVD-pNA absorbance 405 nm | activation, % at 8.5 µM | 330,000 compounds, 0.11% hits | AID 463141;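 active means activation above the mean of all tested compounds plus 3 SD, cut at about 21% in these data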;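 further: 0% = DMSO alone and 100% = DMSO wells spiked with extra 5 µM PC-3 D3A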
Target sequence (P42574 whole entry D9A/D28A/D175A): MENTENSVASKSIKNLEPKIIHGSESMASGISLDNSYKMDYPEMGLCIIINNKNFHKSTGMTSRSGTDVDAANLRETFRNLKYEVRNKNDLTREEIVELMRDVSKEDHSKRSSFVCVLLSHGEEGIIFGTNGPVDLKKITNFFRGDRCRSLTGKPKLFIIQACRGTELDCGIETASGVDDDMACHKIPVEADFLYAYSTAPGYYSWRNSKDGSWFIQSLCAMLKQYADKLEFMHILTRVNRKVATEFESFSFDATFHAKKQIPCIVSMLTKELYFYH
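Compound: 8.5 µM single point, 0.8% DMSO / Material: Autoprocessing-dead procaspase-3 D3A mutant enzyme / Timing: 1 h preincubation plus 2 h reaction at 25 °C / Medium: Zinc-free HEPES/NaCl buffer with 0.01% Triton X-100 at pH 7.4 / Technique: 405 nm absorbance of p-nitroaniline, reads at 0 and 120 min / Repeats: one well per compound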
LAP4 TOR yeast – alters LAP4-GFP fluorescence in TOR pathway yeast screen | S. cerevisiae LAP4-GFP multiplex, flow cytometry GFP, 3 h; median GFP as percent of DMSO wells | GFP response vs DMSO, % at 10 µM | 320,000 compounds, 0.34% hits | AID 2023;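 active means GFP response vs DMSO above a set limit, about the screen mean plus 3 SD, cut at about 150% in these data; inconclusive means under 70 cell events counted for the yeast strain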
procasp7 counter – activates human procaspase-7, counter-screen for procaspase-3 activators; recombinant procaspase-7, Ac-DEVD-pNA absorbance 405 nm; D23A/D198A/D206A triple mutant, cannot self-cleave; scale: DMSO 0, 5 µM enzyme 100; 330,000 compounds, 0.093% hits; activation, % at 8.5 µM;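 active means percent activation above the screen-wide mean plus 3 SD, cut at about 25% in these data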
Target sequence (P55210 whole entry D23A/D198A/D206A): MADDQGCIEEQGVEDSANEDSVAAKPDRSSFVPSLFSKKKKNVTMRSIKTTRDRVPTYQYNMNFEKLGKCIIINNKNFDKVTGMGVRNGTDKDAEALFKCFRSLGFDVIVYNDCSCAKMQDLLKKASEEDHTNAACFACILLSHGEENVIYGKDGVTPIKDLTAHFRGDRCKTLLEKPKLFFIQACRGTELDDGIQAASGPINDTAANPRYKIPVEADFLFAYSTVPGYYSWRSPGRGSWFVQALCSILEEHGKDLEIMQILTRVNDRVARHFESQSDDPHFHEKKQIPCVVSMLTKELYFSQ
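signal = Epi-absorbance of released pNA at 405 nm, two timepoints | assay system = Uncleavable procaspase-7 mutant enzyme | reagent = Ac-DEVD-pNA substrate, 400 µM as added | times = 1 h enzyme–compound preincubation and 2 h substrate reaction, both 25 °C | benchmarks = low DMSO alone, high DMSO plus 5 µM PC-7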
MEP2 TOR yeast – yeast TOR pathway MEP2-GFP modulation; S. cerevisiae MEP2-GFP strain, flow cytometry GFP, 3 h; 100% = DMSO control level; 330,000 compounds, 0.51% hits; GFP response vs DMSO, % at 10 µM; AID 2016;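 active means GFP response versus DMSO above a set limit, roughly screen mean plus 3 SD, cut at about 180% in these data; inconclusive means fewer than 70 cells counted for a yeast strain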;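 further: median GFP fluorescence of the barcode-gated MEP2-GFP cells per well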
AHR activator – activates the human aryl hydrocarbon receptor. activation, % at 5 µM. AHR-responsive luciferase reporter cells, luminescence. 320,000 compounds, 2.5% hits; in the data active means activation above about 47%;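 further: 0% = vehicle wells and 100% = reference agonist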
CIT2-GFP yeast – alters CIT2-GFP fluorescence in TOR pathway yeast screen; S. cerevisiae CIT2-GFP strain, flow cytometry, 3 h; 100 means same as DMSO wells; GFP response vs DMSO, % at 10 µM; 320,000 compounds, 0.065% hits; AID 2029;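 active means GFP response relative to DMSO above a set limit, near the screen mean plus 3 SD, cut at about 150% in these data; inconclusive means Fewer than 70 cells measured for a yeast strain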;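 further: ratio of well median GFP fluorescence to mean of DMSO wells on the plate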
RPL19A-GFP yeast – alters RPL19A-GFP fluorescence in TOR pathway yeast screen. 330,000 compounds, 0.3% hits. percent response vs DMSO, % at 10 µM. S. cerevisiae RPL19A-GFP strain, flow cytometry, 3 h; active compounds read low;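 active means percent response vs DMSO below 50%; inconclusive means fewer than 70 events counted for the yeast strain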;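 further: median channel GFP fluorescence of the barcoded RPL19A-GFP strain; ratio of sample median GFP to plate DMSO average so 100% = DMSO; lower means less RPL19A-GFP as with rapamycin TOR inhibition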
Active calls of the source: *; ? = inconclusive; . = no result given; [ ] = remark or other dose.

SMILES	AGP1 TOR yeast	proCasp3 act	LAP4 TOR yeast	procasp7 counter	MEP2 TOR yeast	AHR activator	CIT2-GFP yeast	RPL19A-GFP yeast
CCCCCn1c(SCCCC)nc2c1c(=O)[nH]c(=O)n2C	96.8	0.3	92.3	-3.7	98.7	1.6	98.0	96.2
CC(=O)CC(=O)NC(=NC1CCCCC1)Nc1nc(C)cc(C)n1	97.3	5.2	96.6	1.0	96.7	19.0	93.8	95.0
COc1ccc(OC)c(S(=O)(=O)N2CCCC(C(=O)NCc3ccccn3)C2)c1 (configuration not stated)	87.9	0.4	95.2	2.1	100.7	-0.6	86.5	101.5
Cn1cccc1C(=O)OCC(=O)Nc1cc(C(C)(C)C)nn1-c1ccccc1	97.1	2.9	93.4	7.0	94.2	3.0	95.6	97.2
COc1cnc(SCCC(F)=C(F)F)[nH]c1=O	113.6	-3.7	105.3	-5.3	97.0	-1.1	103.3	97.2
Cc1nc2n(n1)CC(O)CS2 (configuration not stated)	90.4	8.1	92.0	2.2	96.4	-0.1	.	90.9
CCOc1cc2c(C#N)c(N3CCCCC3)nc(N)c2c(N)n1	87.3	4.1	107.0	-3.0	100.6	7.0	78.5	94.3
COC(=O)c1c(C)c2c(C)cc3ccccn3c-2c1C(=O)OC	95.6	-1.2	91.2	4.7	100.9	10.2	94.0	98.4
O=C(NC12CC3CC(CC(C3)C1)C2)N1CCN(S(=O)(=O)c2ccc(Cl)cc2)CC1	103.4	0.5	98.9	1.1	95.2	0.3	96.2	94.5
COc1cccc(CNC(=O)CCNC(=O)C2CCN(S(=O)(=O)c3ccccc3)CC2)c1	109.4	-7.5	108.8	-0.5	101.7	0.1	98.2	95.6
COc1ccc(OC)c(C(=O)COC(=O)c2cc(C)oc2C)c1	97.7	6.2	108.4	-0.2	96.5	1.1	88.0	90.1
CCCCn1cc(S(=O)(=O)c2ccccc2)c(=O)c2cc(C)ccc21	?	3.9	113.9[may fluoresce violet]	-7.2	258.3*[may fluoresce violet]	-1.1	?	39.6*[may fluoresce violet]
COC(=O)c1ccccc1NC(=O)Oc1ccc(C(C)C)cc1	103.5	6.8	96.6	4.3	98.1	-3.1	106.9	99.9
Fc1ccc(/C=N/NC(=S)Nc2cccnc2)cc1	95.8	6.7	91.9	7.9	98.3	105.4*	77.2	100.4
CC(CNC(=O)c1cncc(O)c1)NC(=O)c1cncc(O)c1 (configuration not stated)	102.8	0.0	96.5	1.6	100.0	-0.4	101.3	95.7
Cc1c(C(=O)N2CCCc3ccccc32)oc2ccccc12	88.9	-2.5	97.0	3.1	93.3	2.7	82.0	98.9
NC(=O)CSc1nnc2n(-c3ccccc3)c(=O)c3c4c(sc3n12)CCCCC4	103.3	-9.9	99.1	6.1	104.7	-1.9	104.2	107.0
CC(C)CC(=O)NC1(C(F)(F)F)C(=O)Nc2c1c(=O)[nH]c(=O)n2Cc1ccco1 (configuration not stated)	91.6	-2.7	95.0	-9.3	97.9	5.7	90.4	92.5
CCOc1ccc(OC(=O)NC(c2ccccc2)C(Cl)(Cl)Cl)cc1 (configuration not stated)	106.2	9.2	123.9	1.6	97.9	2.4	102.3	98.0
Cn1nnnc1SCc1nc2scc(-c3ccc(Cl)cc3)c2c(=O)[nH]1	99.5	-6.0	105.0	-1.5	96.3	-1.2	97.7	95.7
COc1ccc(-c2c(NC(=O)c3ccco3)n(C)c3ccccc3c2=O)cc1	.	-5.6	100.4	-0.3	97.3	-1.2	92.8	97.4
COCc1cc(C)nc(OCC(=O)N/N=C/c2ccc(-c3cc([N+](=O)[O-])ccc3C)o2)c1C#N	92.2	-4.4	79.0	5.0	82.0	6.9	.	95.9
CCOC(=O)C1=C(C)Nc2ncnn2C1c1cc(OC)ccc1OC (configuration not stated)	100.7	-0.2	99.2	3.5	102.9	-0.8	97.1	99.0
Cc1ccc(Cl)cc1Nc1nc(-c2sc(NC(=O)c3ccccc3)nc2C)cs1	90.6	-20.5	100.7	-13.6	91.3	36.0	87.8	101.0

As a short view, some entries already given:
SMILES	AGP1 TOR yeast	proCasp3 act	LAP4 TOR yeast	procasp7 counter	MEP2 TOR yeast	AHR activator	CIT2-GFP yeast	RPL19A-GFP yeast
CCCCCn1c(SCCCC)nc2c1c(=O)[nH]c(=O)n2C	96.8	0.3	92.3	-3.7	98.7	1.6	98.0	96.2
CC(=O)CC(=O)NC(=NC1CCCCC1)Nc1nc(C)cc(C)n1	97.3	5.2	96.6	1.0	96.7	19.0	93.8	95.0

Additional structures follow.
SMILES	AGP1 TOR yeast	proCasp3 act	LAP4 TOR yeast	procasp7 counter	MEP2 TOR yeast	AHR activator	CIT2-GFP yeast	RPL19A-GFP yeast
O=C(Nc1ccc2c(c1)C(=O)OC2)c1ccc(Cl)cc1	103.0	0.0	96.7	5.6	105.9	-2.5	104.1	105.0
Cc1ccc(N(Cc2ccc([N+](=O)[O-])cc2)C(=O)c2ccco2)cc1	95.6	8.0	97.8	1.4	92.0	7.3	94.5	94.9
Cc1ccc(/C=C/C(=O)N2CC(=O)Nc3ccccc32)o1	96.8	-2.6	105.2	-10.6	104.3	8.1	99.8	93.8
CCCCN1C(=O)C2ON(c3ccccc3C)C(c3ccco3)C2C1=O (configuration not stated)	99.4	-7.0	109.6	-7.8	98.7	-1.6	90.4	100.7
CCn1cc(Cl)c(C(=O)Nc2cc(C(=O)OC)cc(C(=O)OC)c2)n1	102.6	4.1	101.8	8.2	104.6	1.4	106.1	101.7
C=CCN(C(=O)Nc1ccc(Cl)cc1)C1CC(=O)N(c2ccc(OC)cc2)C1=O (configuration not stated)	100.3	-3.9	100.2	7.6	104.5	-0.1	104.0	99.7
O=S(=O)(NC1=NCCC1)c1cccc(NS(=O)(=O)c2ccc(F)c(Cl)c2)c1	107.1	6.7	105.7	12.8	104.5	1.2	98.7	100.4
Cn1cc(NC(=O)Nc2ccc(C(F)(F)F)cc2)c(C(F)(F)F)n1	94.9	-7.5	97.6	-2.7	95.3	1.5	78.0	93.8
CCn1c2c(c(=N)c3ccccc31)CCC2	103.9	-3.5	104.5	-1.0	103.3	1.7	102.3	97.4
CN(C)CCCN(C(=O)c1sc2ccccc2c1Cl)c1nc2ccc(F)cc2s1	103.2	10.2	95.3	0.1	103.5	31.2	99.9	102.5
O=C(CSc1nnnn1C1CCCCC1)NCc1ccco1	106.8	5.9	103.9	12.0	109.0	4.1	97.2	109.6
CCCCOc1ccc(C(=O)NN2CCOCC2)cc1	104.2	-13.1	105.8	7.0	96.3	-1.6	95.1	97.8
CCS(=O)(=O)c1ccc2c(c1)N(S(=O)(=O)c1ccc(C)cc1)CC(C(=O)O)O2 (configuration not stated)	109.0	-1.5	105.6	-0.6	98.3	-0.7	109.1	94.7
CCOC(=O)c1c(-c2ccc(-c3ccccc3)cc2)csc1NC(=O)CCN1CCOCC1	90.4	-8.1	136.4	5.1	102.2	-2.9	83.9	88.3
CCN1C(=O)NC(c2ccc(Cl)cc2)C2=C1CCCC2=O (configuration not stated)	24.7[may fluoresce violet]	-0.7	85.4[may fluoresce violet]	6.8	139.1[may fluoresce violet]	0.0	?	66.2[may fluoresce violet]
O=C(CCl)NC1(C(F)(F)F)C(=O)Nc2c1c(=O)[nH]c(=O)n2-c1ccccc1 (configuration not stated)	106.3	-2.2	111.3	7.8	108.5	-0.3	102.0	100.4
CC(C)OC(=O)c1cc(C(=O)c2cc(Br)ccc2O)coc1=N	92.5	-0.7	98.2	-7.7	104.8	2.9	84.9	89.0
Cc1cccc(C)c1NS(=O)(=O)c1ccc(F)cc1	103.7	2.5	99.7	-2.4	102.7	1.0	104.9	101.4
Cc1cc(NC(=O)c2ccc3nc(-c4ccccc4)c(-c4ccccc4)nc3c2)no1	94.4	-2.9	92.6	0.3	93.9	0.9	99.9	91.6
COc1ccc(OC)c(N=C2SCCCN2C(=O)c2ccc(N3C(=O)CCC3=O)cc2)c1	110.1	-4.8	112.0	2.9	101.9	-0.6	95.1	101.7
COc1ccccc1-n1cnc2cc(NCc3ccco3)ccc21	107.0	6.9	83.8	-10.0	103.3	15.1	88.2	97.1
CCOC(=O)[C@H]1[C@H]2COc3ccc(OC)cc3[C@@H]2N2C(=O)CN(Cc3ccccc3)C(=O)[C@@]12C	99.4	-3.4	105.3	3.7	95.0	-0.6	104.8	94.8
CCN(C(=O)COC(=O)c1cccc(S(=O)(=O)N2CCOCC2)c1)C1CCS(=O)(=O)C1 (configuration not stated)	102.1	11.9	105.4	0.9	98.3	-0.1	97.3	97.8
COC/C=C/C1=CC2=CC(=O)C(C)(OC(=O)c3cnc4ccccc4n3)C(=O)C2=CN1CCc1c[nH]c2ccccc12 (configuration not stated)	98.4	-1.0	95.9	-12.5	99.7	23.8	103.5	100.7
N/C(=N\OC(=O)c1ccco1)c1cccc(Br)c1	.	0.7	101.3	9.3	100.6	4.0	105.1	99.3
O=C(c1cccs1)N1CCC(c2nc3c(nnn3Cc3cccc(Cl)c3)c(=O)[nH]2)CC1	100.3	12.1	85.2	-6.0	104.2	-1.3	107.7	105.2
CC1(C)C2CCC1(C)C(OC(=O)CC(=O)O)C2 (configuration not stated)	92.6	2.1	92.3	3.3	98.5	-0.9	90.3	92.7
COc1ccc2[nH]cc(C(=O)CN3CCN(C(=O)c4ccco4)CC3)c2c1	88.3	-1.9	83.1	-8.1	94.2	9.4	90.3	94.5
Nc1cccc2c(=O)c3ccccc3[nH]c12	97.9	-31.9	88.2	-29.1	101.6	29.8	96.8	102.3
CC(C)N(Cc1cc2ccccc2[nH]c1=O)C(=O)c1ccco1	102.1	-4.5	102.4	-7.0	97.8	0.1	98.3	90.9
CCN(CC)S(=O)(=O)c1ccc(OC(C)C)nc1	115.6	-2.8	111.5	-5.0	109.5	-0.6	116.0	112.1
COc1cc(OC)cc(C(=O)N2CCN(C3CCCCC3)CC2)c1	100.0	4.1	92.4	-3.6	99.0	0.5	98.3	97.7
CCOC(=S)SCC(=O)Nc1ncc(C)s1	93.0	-12.4	104.9	-9.9	94.8	3.9	108.3	90.6
CC1CCN(C(=O)CSC2=NS(=O)(=O)c3cc(F)ccc3N2)CC1	112.7	-2.8	104.1	-2.9	103.5	1.3	119.7	109.0
O=C(COc1ccc(Br)cc1)Nc1ccc(NC(=O)c2ccccc2)cc1	95.0	0.2	71.4	3.2	104.0	5.5	96.7	115.7
Cc1cc(NC(=O)CCC(=O)N(Cc2ccco2)C(C(=O)NCC2CCCO2)c2ccncc2)no1 (configuration not stated)	.	-7.1	98.7	3.0	101.3	-1.0	94.7	92.4
COc1ccc2nc(C)cc(SCC(=O)OC(C)C)c2c1	99.1	-2.3	95.5	-2.6	100.7	-1.3	100.2	99.5
O=C(NS(=O)(=O)Nc1ccccn1)c1c[nH]c2ccccc12	105.0	-0.6	103.3	3.5	116.9	12.0	107.4	98.2
COc1ccc(C(=O)Nc2nnc(Cc3ccc(OC)c(OC)c3)s2)cc1	98.3	4.2	86.8	-18.2	105.4	17.3	108.1	107.9
